# Bioassay records deposited in PubChem BioAssay by The Scripps Research Institute Molecular Screening Center.
# CHRM1 agonist: human M1 muscarinic receptor agonism; CHO-K1 hM1, Fluo-8 calcium fluorescence, agonist mode; 0% DMSO, 100% acetylcholine EC100; P11229; activation, % at 3 µM; 360,000 tested, 0.33% active;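 active = activation above the run's mean compound activation plus 3 SD, cut at about 16% in these data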;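 also: peak over basal fluorescence ratio within a 140 s kinetic read after compound addition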
# Target sequence (P11229 whole entry, looked up): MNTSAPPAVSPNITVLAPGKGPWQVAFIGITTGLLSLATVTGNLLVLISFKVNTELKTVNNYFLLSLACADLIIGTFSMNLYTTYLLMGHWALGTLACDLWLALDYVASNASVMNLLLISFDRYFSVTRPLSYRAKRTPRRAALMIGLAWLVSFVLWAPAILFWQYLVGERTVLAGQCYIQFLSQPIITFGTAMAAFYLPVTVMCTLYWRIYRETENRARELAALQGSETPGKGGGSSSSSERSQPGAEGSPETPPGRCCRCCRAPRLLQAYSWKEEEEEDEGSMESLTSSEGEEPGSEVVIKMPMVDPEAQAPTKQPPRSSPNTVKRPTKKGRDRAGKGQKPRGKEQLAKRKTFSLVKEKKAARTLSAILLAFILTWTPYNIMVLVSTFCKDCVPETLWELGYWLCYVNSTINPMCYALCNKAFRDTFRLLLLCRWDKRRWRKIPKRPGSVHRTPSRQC
# TAAR1 antagonist: antagonists of human TAAR1 | inhibition, % at 3 µM | Q96RJ0 | CHO RD-HGA16 TAAR1, Fluo-8 calcium fluorescence, antagonist | 360,000 tested, 1.5% active;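 active = inhibition above a per-plate cutoff, the mean inhibition of test compounds on that plate plus 3 SD, cut at about 49% in these data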;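 also: 0% = DMSO plus EC80 beta-PEA response and 100% = DMSO alone without agonist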
# Target sequence (Q96RJ0 whole entry, looked up): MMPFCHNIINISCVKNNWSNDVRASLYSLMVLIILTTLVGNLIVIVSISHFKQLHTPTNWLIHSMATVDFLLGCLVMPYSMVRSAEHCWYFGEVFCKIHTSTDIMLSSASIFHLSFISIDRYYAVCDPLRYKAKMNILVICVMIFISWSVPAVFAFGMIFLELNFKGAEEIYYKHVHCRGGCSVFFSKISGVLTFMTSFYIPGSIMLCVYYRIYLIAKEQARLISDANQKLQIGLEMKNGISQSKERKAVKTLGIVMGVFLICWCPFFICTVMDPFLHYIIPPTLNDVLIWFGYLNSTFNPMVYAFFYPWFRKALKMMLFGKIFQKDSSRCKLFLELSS
#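 Material: CHO RD-HGA16 cells bearing hTAAR1; compound dosing: one-point dosing, 3 µM nominal final; schedule: dye loading 75 min at 37 °C, then 30 min room temperature; measured by: calcium fluorescence with Fluo-8; control set: vehicle and agonist controls; replication: n of 1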
# M1 antag: blocks human M1 muscarinic receptor; 360,000 tested, 1.3% active; P11229; CHO-K1 hM1, Fluo-8 calcium fluorescence, ACh EC80 antagonist; inhibition, % at 3 µM; AID 588852;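 active = percent inhibition above its own plate's cutoff, namely the mean of that plate's compound wells plus 3 SD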;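 also: peak over basal fluorescence ratio during 140 s after agonist addition; 0% = ACh EC80 plus DMSO and 100% = DMSO alone without agonist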
# CHO parental Ca: counter-screen for OX1R antagonists: effect in parental CHO cells. 330,000 tested, 0.63% active. inhibition, % at 5.6 µM. AID 463079. parental CHO-K1, ATP-induced calcium, Fluo-8 fluorescence;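 active = inhibition above that plate's mean sample inhibition plus 3 SD, cut at about 26% in these data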;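 also: 0% = ATP-challenged DMSO wells and 100% = DMSO wells without ATP; some compounds past the cut are filed as inactive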
#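 Material – parental CHO cells · Reagent – ATP stimulus · Compound – single nominal dose of 5.6 µM per compound · Detection – Fluo-8 fluorescence · Read-out basis – percent inhibition of calcium signal · Controls – ATP-challenged DMSO wells low, unchallenged DMSO wells high · Repeats – no replicates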
# CHO-K1 Ca ag: counter-screen for M1 agonists: effect in parental CHO-K1 cells; Fluo-8 calcium fluorescence; scaled to maximal ATP response, vehicle zero; activation, % at 3 µM; 360,000 tested, 0.48% active; AID 602248; in the data active = activation above about 15%;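 also: untransfected CHO-K1 host cells lacking M1 receptor as counterscreen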
# TAAR1 agonist: human TAAR1 agonism. Q96RJ0. CHO RD-HGA16 TAAR1, Fluo-8 calcium fluorescence; vehicle wells 0%, saturating PEA agonist 100%. activation, % at 3 µM. 360,000 tested, 0.99% active;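 active = activation above the mean activation of all test compounds in the run plus 3 SD, cut at about 38% in these data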
#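 System: CHO-derived RD-HGA16 cells with stable Gα16 and human TAAR1 / Times: 17-24 h plating, Fluo-8 75 min 37 °C, 30 min RT / Technique: calcium-sensitive Fluo-8 signal, excitation 470-495, emission 515-575 nm / Measure: % activation relative to PEA EC100 response / Benchmarks: DMSO and PEA EC100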
# CHO-K1 Ca PAM: nonselective activator or artifact in parental CHO-K1 calcium assay | ATP EC20, Fluo-8 calcium fluorescence; 0% at ATP EC20, 100% at ATP max | 360,000 tested, 0.02% active | activation, % at 3 µM;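 active = activation above the run cutoff, the mean activation of all test compounds plus 3 SD, cut at about 40% in these data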;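 also: peak over basal fluorescence ratio in a 140 s read after ATP addition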
# M1 PAM: potentiates human M1 receptor response to acetylcholine; CHO-K1 hM1, Fluo-8 calcium fluorescence, ACh EC20; 0% = ACh EC20, 100% = maximal ACh; AID 588819; activation, % at 3 µM; 360,000 tested, 0.088% active; P11229; in the data active = activation above about 19%, passing the limit was not always enough
# CHO-K1 Ca antag: M1 antagonist counterscreen hit in parental CHO-K1 cells; inhibition, % at 3 µM; AID 602250; ATP-induced calcium, Fluo-8 fluorescence; 360,000 tested, 0.6% active;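 active = inhibition above a per-plate cutoff, the plate's mean sample inhibition plus 3 SD, cut at about 24% in these data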;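 also: 0% = DMSO plus EC80 ATP and 100% = DMSO alone without ATP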
# Numbers without * were called inactive; / = not tested or not shown. Hits appear at their usual frequency. Share with any hit: about 4.4%.
SMILES,CHRM1 agonist,TAAR1 antagonist,M1 antag,CHO parental Ca,CHO-K1 Ca ag,TAAR1 agonist,CHO-K1 Ca PAM,M1 PAM,CHO-K1 Ca antag
CCN(CC)c1nc(Nc2ccc(Cl)cc2)nc(OCC#N)n1,-4,11,-3,-18,0.0,1,10,-3,-14
CC(=O)SCC(=O)N=c1sc2cc(F)ccc2n1C,-4,-2,4,-21,0.3,15,10,-3,-3
Cc1cc(/C=C2\C(=O)NN(c3ccccc3)C2=O)c(C)n1-c1ccccc1O,-7,-16,-7,2,0.7,-1,11,4,-14
CCOC(=O)Cc1nn[nH]n1,-8,15,-4,1,0.2,1,-10,2,5
O=C(Nc1ccc(NC(=O)c2ccc([N+](=O)[O-])cc2[N+](=O)[O-])cc1)c1ccco1,-3,11,0,-8,2.4,7,-2,-1,2
CN(NS(=O)(=O)c1ccc([N+](=O)[O-])cc1)c1ccccc1,-6,-2,-9,/,1.6,1,23,9,-1
O=Cc1cn(-c2ccccc2)nc1-c1ccncc1,-7,-28,-16,-12,1.4,1,18,8,-15
CC(C)C(=O)Nc1ccc2c(c1)oc1ccccc12,-3,0,6,21,0.1,7,-5,-10,11
COc1cc(NC(=O)COC(=O)c2ccccc2F)cc(OC)c1,-1,8,-8,4,0.5,1,-2,8,-6
O=C1Nc2cc(Cl)c(Cl)cc2N(O)N1c1ccc(Cl)cc1,1,-1,-3,-10,0.5,10,18,7,-16
CC=C1OC(n2cnc3c(N)ncnc32)C(O)C1O (stereo not given),-2,-15,1,/,0.0,1,-7,1,1
CCCn1c(=N)n(CC(=O)c2ccc(Cl)cc2)c2ccccc21,-7,-1,-22,-13,0.7,6,0,9,-1
COc1cc(C2SCC(=O)N2CCCN(C)C)cc(OC)c1OC (stereo not given),0,-10,29*,-2,-0.2,-1,1,-9,3
C[C@@H]1O[C@@H](OC[C@H]2O[C@@H](Oc3c(-c4ccc(O)c(O)c4)oc4cc(O)cc(O)c4c3=O)[C@H](O)[C@@H](O)[C@@H]2O)[C@H](O)[C@H](O)[C@H]1O,-2,4,-20,-2,0.0,2,1,8,1
COc1ccc(CNC(=O)COc2cc3c(c4oc(=O)cc(C)c24)CCC(C)(C)O3)cc1,-6,62*,-1,21,0.4,-1,-4,-3,5
Cc1cc(C(F)(F)F)nn1C(=O)c1cccnc1Cl,3,6,-5,14,-0.1,7,-5,7,7
CC(=O)NCCNc1nc2cc(-c3cc(F)ccc3C)sc2c(=O)n1C,-2,-4,-2,/,1.4,3,-7,-1,6
COc1ccccc1N1CCN(C(=O)COc2cc(C)ccc2C)CC1,-6,10,-3,-11,0.9,10,21,3,-7
O=C(Nc1ccccn1)c1cccc(S(=O)(=O)N2CCCC2)c1,-4,-18,-10,-1,1.6,3,22,7,-3
CCOC(=O)CC1C(=O)NCCN1Cc1cccs1 (stereo not given),-7,4,-5,-4,0.2,5,16,7,0
CCOC(=O)c1cc2c(=O)n3ccccc3nc2n(CCCOC)c1=NC(C)=O,-4,11,3,-4,0.3,1,9,4,-6
Cc1ccnc(NC(=S)N2CCN(c3cccc(C(F)(F)F)c3)CC2)c1,-12,1,8,-4,4.7,-2,-8,-9,4
COCCn1c(=NC(=O)C(C)(C)C)sc2cc([N+](=O)[O-])ccc21,-5,-6,-3,-12,-0.3,2,-9,5,7
Cc1c(C(=O)NCc2cccs2)oc2ccccc12,-6,13,0,-18,0.9,6,12,2,-17
N#Cc1ccc(OCC(=O)NCCCN2CCCC2=O)cc1,-1,-5,-15,/,-0.2,5,1,5,0
O=C(Cc1c(Cl)cccc1Cl)NC1=NCCS1,-5,/,19,-26,0.0,/,-12,-7,-1
CCN(C(=O)COC(=O)c1cnccn1)c1cccc2ccccc12,0,17,0,-10,0.6,6,0,0,-3
Cc1onc(-c2ccccc2)c1C(=O)Nc1ccc(S(=O)(=O)N2CCCC2)cc1,-5,-7,-7,-3,2.4,8,22,5,-16
COc1ccc(OC)c(NC(=O)CN(Cc2ccccc2)S(C)(=O)=O)c1,-3,4,-12,0,0.4,3,11,8,-12
CC(C)C(C)NC(=O)CN1C(=O)NC2(CCc3ccccc32)C1=O (stereo not given),3,12,-15,0,1.1,-2,11,3,-20

# Reprinted from the part before: 3 entries, then new ones.
SMILES,CHRM1 agonist,TAAR1 antagonist,M1 antag,CHO parental Ca,CHO-K1 Ca ag,TAAR1 agonist,CHO-K1 Ca PAM,M1 PAM,CHO-K1 Ca antag
Cc1onc(-c2ccccc2)c1C(=O)Nc1ccc(S(=O)(=O)N2CCCC2)cc1,-5,-7,-7,-3,2.4,8,22,5,-16
COc1ccc(OC)c(NC(=O)CN(Cc2ccccc2)S(C)(=O)=O)c1,-3,4,-12,0,0.4,3,11,8,-12
CC(C)C(C)NC(=O)CN1C(=O)NC2(CCc3ccccc32)C1=O (stereo not given),3,12,-15,0,1.1,-2,11,3,-20
COc1ccc(C(=O)COC(=O)c2ccccn2)c(OC)c1,1,10,-21,-7,0.1,0,3,11,-12
O=c1[nH]cnc2c([N+](=O)[O-])cccc12,-3,-12,4,5,0.1,4,5,1,6
Cc1ccccc1CN1CCN(C(=O)[C@H]2O[C@@H](n3cnc4c(N)ncnc43)[C@H](O)[C@@H]2O)CC1,-5,10,-39,/,1.1,0,26,6,-23
O=c1c2ccccc2nc(/C=C/c2cccnc2)n1Cc1ccccc1,-8,0,-10,/,2.2,8,27,9,-17
CCOC(=O)c1c(NC(=O)OC)sc(C(=O)N(CC)CC)c1C,-4,13,-2,-17,-0.5,4,-4,2,-1
O=C(CCNC(=O)c1ccc(Cl)cc1)Nc1ccccc1N1CCCCC1,-2,7,-15,-31,-0.8,1,-11,3,2
Cc1ccc(C(=O)NCc2ccco2)cc1,-3,-7,-9,/,0.4,2,-5,1,-7
COc1ccc2nc(/N=C(\N)NC(=O)N3c4ccccc4Sc4ccccc43)nc(C)c2c1,-5,12,-2,-2,-0.2,-1,0,3,2
CCN1CCN(c2ccc(S(=O)(=O)N3CCOCC3)cc2NC(=O)c2cccc([N+](=O)[O-])c2)CC1,-6,0,-16,-13,1.0,2,18,10,-15
O=C(CN1CCN(Cc2ccc(Cl)cc2)CC1)N1CCc2ccccc21,-10,-7,2,3,3.5,0,3,-1,-16
Cc1c(N=C/C=C2\N(C)c3ccccc3C2(C)C)c(=O)n(-c2ccccc2)n1C,-14,-17,-3,-10,0.0,2,-6,-4,1
CCOC(=O)c1ccc(NC(=O)c2sc3nc4n(c(=O)c3c2C)CCC4)cc1,2,-10,-18,-10,0.2,6,9,8,-8
CCCCCOc1ccc(NS(C)(=O)=O)cc1,-4,6,-5,-1,0.8,7,14,-1,-9
CC(Oc1ccc(Cl)cc1Cl)C(=O)NNC(=O)c1ccncc1 (stereo not given),-3,3,-8,-26,0.4,0,8,6,8
COc1ccc(-c2nc3ccccc3n2Cc2ccc(C)cc2)cc1,-5,14,-5,-8,0.5,5,22,2,-20
CC(C)CC(=O)Nc1cc2c3c(c1)CCN3C(=O)CC2,1,-9,-5,-2,-0.1,0,-11,14,-2
Cc1cc(=O)n2c(nc3ccccc32)s1,-5,-10,-10,/,0.8,4,6,3,-13
COc1ccc(NC(=O)c2cc3c(s2)CCC(C)C3)cc1S(=O)(=O)N1CCOCC1 (stereo not given),-4,39,-3,-25,3.8,7,-12,3,25*
Cc1ccc(SCCNC(=O)/C=C/c2ccc(Cl)cc2)cc1,-6,-13,1,-18,-0.1,4,8,1,10
CN1CCN(C(c2cccc(C(F)(F)F)c2)c2nnnn2C(C)(C)C)CC1 (stereo not given),-14,10,-7,3,0.8,0,6,3,-13
CCOC(=O)C1(C)NC(c2ccc(O)cc2)C2C(=O)N(c3ccccc3)C(=O)C21 (stereo not given),0,-26,-21,-6,0.6,5,14,16,-4
CCOc1ccc(NC(=O)CN(C)C(=O)c2cc([N+](=O)[O-])ccc2N2CCOCC2)cc1OCC,-2,-4,-15,-13,0.7,1,11,9,-10
COc1nc(Nc2ccccc2)nc(OC)n1,-4,-13,-22,-8,0.4,1,21,18,-14
Cn1c(=O)c2c(nc(-n3ccnc3)n2Cc2ccc([N+](=O)[O-])cc2)n(C)c1=O,-2,8,-3,-2,0.5,8,15,5,-15
Cc1nnc(SCCC(=O)Nc2ccc(Cl)cc2)o1,0,-3,-17,-6,0.7,3,4,16,-13
CC(=O)c1c(C)[nH]c(C(=O)CSc2nnc(C)s2)c1C,0,-7,4,-9,4.6,3,8,3,-7
CCOC(=O)c1cc(C(=O)c2cc(Cl)ccc2O)coc1=N,-5,14,-1,-23,7.4,2,12,5,0
Cc1ccc(S(=O)(=O)c2cn(C)c3cc(N4CCN(C)CC4)c(F)cc3c2=O)c(C)c1,-3,-14,-12,-3,0.5,1,7,7,-16
CC1(C(=O)NCc2ccccc2)Cc2c(-c3cccc(C(N)=O)c3)ccnc2O1 (stereo not given),-2,-13,-5,/,0.4,2,6,4,-10
Cc1ccc(NC(=O)C2=CC(c3cccs3)=NS(=O)(=O)N2C)cc1,0,-5,-1,-6,3.1,1,23,-4,-16
O=C(CN1CCN(Cc2ccc3c(c2)OCO3)CC1)Nc1cc(S(=O)(=O)N2CCCC2)ccc1Cl,-6,-17,-2,-14,1.6,1,5,0,-12
CCCCc1c(O)nc2ccccn2c1=O,-5,-24,-9,14,0.4,0,9,8,1
COC(=O)c1cn(N(C)c2ncc(C(F)(F)F)cc2Cl)c(=O)c2ccccc12,0,15,-14,-31,0.8,9,20,12,-4
O=C(NC1CCCC1)c1ccc(COc2ccccc2Br)o1,-2,-42,-2,-24,0.5,1,-10,6,9
CCCc1cc(=O)[nH]c(SCC(=O)OCc2ccccc2)n1,-3,-11,-3,-5,0.4,3,18,8,-14
COc1ccc(OC)c(NC(=O)CCNS(=O)(=O)c2cccs2)c1,-3,-9,-1,3,0.2,5,17,4,-12
CC(=O)c1c(O)cc(C)n(Nc2nc(C)cc(C)n2)c1=O,-6,12,-12,-9,0.5,2,18,7,-3
CC(=O)Nc1ccc(OCC(O)Cn2ccnc2)cc1 (stereo not given),-4,6,-2,-10,0.1,0,-8,0,2
COc1ccc(OCC(=O)N2CCN(C(=O)c3cccc(F)c3)CC2)cc1,-3,1,-4,-8,0.8,2,13,7,-3
COCCNC(=O)/C(C#N)=C/C=C/c1ccccc1,-4,-26,5,-12,-0.3,0,0,-3,-11
CC1CC(=O)c2cnc(NCc3ccco3)nc2C1 (stereo not given),-5,-23,-10,-8,0.6,1,3,6,-7
O=C(CCCN1C(=O)/C(=C/c2ccccc2Cl)SC1=S)NNC(=O)c1cccnc1,-1,-29,-14,-27,4.9,-1,14,9,-3
COC(=O)c1c(NC(=O)CSc2ncn[nH]2)sc(C)c1C,0,-38,-2,0,1.7,6,2,3,-2
